# Abeta yeast res – A-beta toxicity reversal in yeast; yeast expressing A-beta42, growth rescue, OD600, 48 h; response scale: 0% DMSO, 100% iron-clioquinol control; Potency, µM (highest dose often 46.1 µM), for inactives: at the highest dose growth rescue, hits mostly activators; 0.063% of 410,000 active; note: potency is the fitted concentration of half-maximal effect; nearly all actives have a fitted effect of over 55% in size
#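 Yeast growth medium received pinned compounds, then yeast cells expressing toxic A-beta were added; plates incubated at 30 C for 48 hr. Growth read as absorbance at 600 nm, normalized to DMSO and equimolar FeCl3 plus clioquinol controls.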
# PTHR1 ag – activates the human parathyroid hormone receptor PTHR1; Q03431; HEK293 GP2 PTHR1 cells, GloSensor cAMP luminescence, 1 h; 0.075% of 410,000 active; Potency, µM (doses to about 115 µM), for the others: at the top dose activation, hits mostly activators; note: potency is the fitted concentration of half-maximal effect; nearly all actives have a fitted effect of over 55% in size; some results filed as inactive show a strong effect at the top dose; inactives centre near -15; many of its hits are not listed in these tables
# Target sequence (Q03431 whole entry, looked up): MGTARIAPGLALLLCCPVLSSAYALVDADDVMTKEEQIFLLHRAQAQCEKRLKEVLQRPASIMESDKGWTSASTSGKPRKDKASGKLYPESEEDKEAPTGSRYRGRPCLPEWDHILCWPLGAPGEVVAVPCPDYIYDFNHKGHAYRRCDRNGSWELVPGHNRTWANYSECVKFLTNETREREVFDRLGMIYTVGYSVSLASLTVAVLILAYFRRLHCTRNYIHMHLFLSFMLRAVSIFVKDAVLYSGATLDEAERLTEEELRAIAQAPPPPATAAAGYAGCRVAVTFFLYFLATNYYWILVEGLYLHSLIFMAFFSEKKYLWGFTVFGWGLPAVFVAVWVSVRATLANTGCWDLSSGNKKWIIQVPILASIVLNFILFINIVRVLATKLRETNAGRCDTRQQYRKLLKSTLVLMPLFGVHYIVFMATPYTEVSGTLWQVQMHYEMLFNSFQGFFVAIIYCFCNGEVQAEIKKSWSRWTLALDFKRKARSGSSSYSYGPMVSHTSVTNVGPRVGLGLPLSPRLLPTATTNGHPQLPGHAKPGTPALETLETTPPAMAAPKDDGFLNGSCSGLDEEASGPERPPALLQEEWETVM
#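 HEK-293-derived GP2 cells expressing PTHR1 and a GloSensor cAMP reporter, 3,000/well, plated overnight, given luciferin plus IBMX (each 0.5 mM as added) for 1 h at 37 °C, then compound for 1 h at 37 °C. Luminescence was read after 15 min at room temperature.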
# GLP-1R inv ag – GLP-1 receptor (human) inverse agonism | 1.6% of 410,000 active | AID 624417 | HEK293 GLP-1R CRE-luciferase, luminescence, 24 h; GLP-1R form is constitutively active | Potency, µM (doses to about 38.3 µM), without a hit: at the highest dose activity change, negative = inhibition, actives largely listed as inhibitors; note: potency is the fitted concentration of half-maximal effect; % is set by controls: 0 for no effect and ±100 for the full control effect; nearly all actives have a fitted effect of over 55% in size
# Target sequence (P43220 whole entry, looked up): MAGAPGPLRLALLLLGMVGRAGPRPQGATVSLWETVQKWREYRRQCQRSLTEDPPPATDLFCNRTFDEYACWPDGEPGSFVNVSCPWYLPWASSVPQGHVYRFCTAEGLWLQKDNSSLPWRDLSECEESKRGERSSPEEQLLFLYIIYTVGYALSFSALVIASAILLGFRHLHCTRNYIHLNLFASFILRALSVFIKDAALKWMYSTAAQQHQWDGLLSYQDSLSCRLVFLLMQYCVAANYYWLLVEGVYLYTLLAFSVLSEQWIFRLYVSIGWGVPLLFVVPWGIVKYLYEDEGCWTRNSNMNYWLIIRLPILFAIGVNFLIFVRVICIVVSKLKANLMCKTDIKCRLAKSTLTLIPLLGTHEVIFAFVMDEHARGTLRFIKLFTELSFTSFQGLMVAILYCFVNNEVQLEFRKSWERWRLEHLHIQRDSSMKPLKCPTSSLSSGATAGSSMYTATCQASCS
#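 Inverse agonists were sought by their lowering of basal cAMP reporter luciferase output in HEK293 cells stably carrying constitutively active human GLP-1R, after 24 h compound treatment.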
# TDP-43 yeast inh – rescues yeast growth from TDP-43 toxicity; TDP-43 expressing yeast growth rescue, BacTiter-Glo, 24 h; Potency, µM (series often up to 46.1 µM), for inactives: at the highest dose growth rescue (activation), hits mostly activators; 1.8% of 410,000 active; AID 652104; note: potency is the fitted concentration of half-maximal effect; % of control where 0% means no effect; nearly all actives have a fitted effect of over 50% in size
#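 Yeast expressing TDP-43 (pregrown in raffinose, seeded at OD600=0.02 in galactose medium) exposed to compounds 24 hr at 30 deg C. Growth read by BacTiter-Glo luminescence; rescue of toxicity appears as increased signal.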
# Akt phos inh – Akt phosphorylation inhibition | activity change, % for hits at 50 µM | Neuro2A IGF-stimulated pAkt S473 HTRF, 20 min; hits give low values | 0.32% of 360,000 active; in the data active = activity change below about -80%; inconclusive = mostly about -51% to -80%; note: % is set by controls: 0 for no effect and ±100 for the full control effect
#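 Single-point screen (50 µM final compound) in Neuro2A cells stimulated 20 min with 6 nM IGF at 37 deg C. After lysis, Ser473-phosphorylated Akt read by HTRF (ex 330 nm, em 615/665 nm) as the 665/615 ratio.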
# aSyn yeast inh – alpha-synuclein toxicity inhibition in yeast; 0.14% of 370,000 active; Yeast expressing alpha-synuclein, growth rescue, BacTiter-Glo, 24 h; Potency, µM (titrated, usually from 46.1 µM), for the others: at the highest dose growth rescue (activation), actives largely listed as activators; note: potency is the fitted concentration of half-maximal effect; % of control where 0% means no effect; nearly all actives have a fitted effect of over 65% in size
#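 Screening used galactose-induced yeast with toxic alpha-synuclein levels, exposed to compound for 24 hr at 30 deg C. Cell growth, read with BacTiter-Glo luminescence, gave the measured signal.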
# GLP1R cytotox – cytotoxicity in counter-screen for GLP-1R inverse agonists | HEK293 cAMP-luciferase reporter cells, luminescence, 24 h | Potency, µM (titrated, usually from 38.3 µM), for inactives: at the highest dose activity change, negative = inhibition, hits mostly inhibitors | 0.13% of 410,000 active;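 note: loss of luciferase light is scored as toxicity; potency is the fitted concentration of half-maximal effect; % is set by controls: 0 for no effect and ±100 for the full control effect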
#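 A 23 nL compound transfer followed 12 hours of cell culture at 37 deg C; exposure then lasted 24 hr. Luciferase assay detection reagent was dispensed and plates read for luminescence after a 12 min room-temperature wait.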
# FUS suppressor – rescues growth of FUS-expressing yeast | AID 1347120 | S. cerevisiae FUS-expressing, growth rescue, OD600, 24 h | 0.24% of 390,000 active | Potency, µM (doses to about 76.6 µM), for inactives: at the highest dose growth rescue (activation), most hits filed as activators;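 note: potency is the fitted concentration of half-maximal effect; plate controls were DMSO vehicle for no effect and reference control for full effect; nearly all actives have a fitted effect of over 55% in size; some results filed as inactive show a strong effect at the top dose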
#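 S. cerevisiae expressing FUS from galactose induction served as the toxicity model. Growth after 24hr at 30C, read as absorbance at 600 nm, indicates suppression of toxicity; compounds dosed at several concentrations.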
# MmCpn inh – inhibitors of Methanococcus maripaludis chaperonin (MmCpn); purified Mm-Cpn ATPase, ADP Transcreener TR-FRET; AID 504842; Potency, µM (series often up to 76.9 µM), for inactives: at the top dose activity, negative = inhibition, actives largely listed as inhibitors; 0.031% of 330,000 active; note: potency is the fitted concentration of half-maximal effect; % is set by controls: 0 for no effect and ±100 for the full control effect; nearly all actives have a fitted effect of over 80% in size
#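 TR-FRET (320 nm excitation; 590 and 665 nm emission) reports ADP made from 10 uM ATP by 25 nM enzyme; compounds were preincubated 10 min, reaction run 30 min, both at 37°C.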
# Numbers without * were called inactive; i = inactive; ? = inconclusive; · = no result given; & = joins results of further samples; [ ] = another dose, or the depositor's remark. Unless noted, calls come from the whole dose curve; as a rule, active = well fitted curve in the direction sought with a large enough effect; inconclusive = small, poorly fitted or top-dose-only effect, or another doubt; inactive = no such curve, though single readings can be large; an effect the other way counts as inactive or inconclusive. The list is partial; rates above refer to the full screens.
# Order of results – GLP-1R inv ag	Akt phos inh	Abeta yeast res	PTHR1 ag	MmCpn inh	TDP-43 yeast inh	FUS suppressor	GLP1R cytotox	aSyn yeast inh
- Cc1cccn2c(=O)c(/C=C(\C#N)C(N)=O)c(N3CCN(Cc4ccc5c(c4)OCO5)CC3)nc12
  39%[activator]	i	7%	-60%[inhibitor]	0%	-28%	20%	1%	2%
- O=C(NC(=S)Nc1cccc(NC(=S)NC(=O)c2ccco2)n1)c1ccco1
  -83%	i	-13%	i	-5%	-14%	10%	-86%	0%
- O=C(/C=C\c1ccc2c(c1)OCO2)NC1(C(=O)Nc2ccc3c(c2)OCCO3)CCCCC1
  -26%	i	-5%	i	0%	-1%	1%	-4%	-5%
- Cc1nn(CCOc2ccccc2)c(=O)n1-c1ccc(F)cc1
  2%	i	16%	i	2%	-13%	·	-2%	1%
- Cn1c(CNc2cccc(Cl)c2)nnc1SCC(=O)OC1CCCCC1
  -23%	i	12%	-4%[57.5 µM]	1%	4%	27%	-19%	0%
- CC(O)(c1cccc(F)c1)c1nc(-c2ccc(Cl)cc2)cs1 (configuration not stated)
  ?	i	23%	-36%[inhibitor]	·	?	12%	3%	-67%[inhibitor]
- COc1ccc(CCNC(=O)CNCCc2ccc(F)cc2)cc1
  ?	i	-4%	i	-3%	-2%	-16%	16%	4%
- Cc1c(NC(=O)/C(C#N)=C/c2ccc(-c3ccccc3Cl)o2)c(=O)n(-c2ccccc2)n1C
  ?	i	-11%	-1%	1%	27%	·	9%	1%
- Cc1ccc(-c2nnn(CC(=O)N(CC3CCCO3)C(C(=O)NC3CCCCC3)c3ccc(F)cc3)n2)o1 (configuration not stated)
  -7%	i	-3%	i	-9%	-16%	17%	2%	-2%
- CC(=O)N1N=C(c2ccccc2)CC1c1ccc(F)cc1 (configuration not stated)
  -28%	i	0%	-9%	1%	-22%	-14%	3%	8%

# Some entries already given, showing only GLP-1R inv ag, PTHR1 ag and Akt phos inh.
Structure	GLP-1R inv ag	PTHR1 ag	Akt phos inh
Cc1ccc(-c2nnn(CC(=O)N(CC3CCCO3)C(C(=O)NC3CCCCC3)c3ccc(F)cc3)n2)o1 (configuration not stated)	-7%	i	i
CC(=O)N1N=C(c2ccccc2)CC1c1ccc(F)cc1 (configuration not stated)	-28%	-9%	i

# The listing continues:
# Order of results – GLP-1R inv ag	Akt phos inh	Abeta yeast res	PTHR1 ag	MmCpn inh	TDP-43 yeast inh	FUS suppressor	GLP1R cytotox	aSyn yeast inh
- CCCCn1c(N)c(N(CCOC)C(=O)c2ccc(COc3ccccc3)o2)c(=O)[nH]c1=O
  11%	i	12%	i	1%	-5%	5%	10%	1%
- CC(C)N(Cc1c(O)ccc2c(=O)c(-c3ccc(Cl)cc3)coc12)C(C)C
  ?	i	2%	-24%	-3%	6%	13%	?	12%
- CCCNC(=S)N1CCN(CC)CC1
  28%	i	-2%	-22%	0%	-4%	-1%	9%	-7%
- CC(OC(=O)C1CC(=O)N(Cc2ccco2)C1)C(=O)Nc1ccccc1[N+](=O)[O-] (configuration not stated)
  4%	i	-2%	-14%	0%	10%	·	-4%	7%
- COc1cccc(NC(=O)c2oc3ccccc3c2NC(=O)c2ccc(F)c(F)c2)c1
  -6%	·	-5%	i	·	12%	-18%	3%	·
- O=C1CSC(c2cccnc2)N1c1ccc(Cl)cc1 (configuration not stated)
  2%[0.307 µM]	i	-15%	i	3%	0%	-8%	1%[0.307 µM]	29%
- CC(=O)NC1(c2ccccc2)CCN(Cc2nnnn2C(C)(C)C)CC1
  -4%	i	9%	i	1%	8%	-4%	-4%	2%
- O=C(COC(=O)COc1ccc(Br)cc1)NCc1ccc2c(c1)OCO2
  3%	i	-6%	i	-2%	-21%	-1%	0%	7%
- CC1(C)Cc2cccc(OC(=O)NC3CCCCC3)c2O1
  3%	i	15%	-19%	·	27%	-19%	2%	1%
- CC(=O)c1cccc(NC(=O)N2CCCC2C(=O)Nc2cc(C)ccc2C)c1 (configuration not stated)
  -15%	i	5%	i	-2%	-4%	-1%	-1%	1%
- CCN(CC)S(=O)(=O)c1ccc(N2CCCC2)c(NC(=O)c2ccc([N+](=O)[O-])o2)c1
  15%	i	13%	-11%	2%	17%	34%	-23%	13%
- O=C(O)CCCC(=O)NCCCc1ccccc1
  0%	i	8%	i	1%	2%	-29%	11%	4%
- CC(=O)Nc1cc(C(=O)CSc2nnc(C3CC3)n2C2CC2)ccc1O
  -1%	i	-21%	i	-3%	12%	-6%	-3%	0%
- Oc1ccc(C[C@H]2CNC(=S)N2CC2CCCN2C[C@H](Cc2ccccc2)N2C[C@H](Cc3ccc(O)cc3)N(CCc3ccccc3)C2=S)cc1 (some centres not stated)
  8%	i	3%	i	·	?	?	-15%	-48%[inhibitor]
- COC(=O)c1ccccc1NC(=O)COC(=O)CO/N=C(\C)c1ccc2c(c1)OCO2
  -9%	i	-16%	-8%	-12%	-25%	5%	-4%	-1%
- CCc1ccccc1NC(=O)C1COc2ccccc2C1 (configuration not stated)
  13%	·	2%	-14%	·	2%	-17%	2%	·
- CCCCc1ccc(NC(=O)Cn2nnc3sc4c(c3c2=O)CCC(C)C4)cc1 (configuration not stated)
  1%	·	-6%	-6%	·	-4%	11%	1%	·
- Cc1ccc(-n2ncc3c(=O)[nH]c(SCC(=O)N4CCCC4)nc32)cc1C
  9%	i	-6%	15%	4%	9%	-20%	8%	11%
- Cc1ccc(S(=O)(=O)NCc2cccnc2)cc1C(=O)NC1CCCCC1
  7%	i	7%	-21%	2%	-32%[inhibitor]	12%	1%	-2%
- CN(CCc1ccccn1)C(=O)CN(C)S(=O)(=O)c1ccc2c(c1)c(=O)n(C)c(=O)n2C
  -9%	i	7%	-25%	1%	-11%	-9%	-23%	?
- CCOC(=O)[C@@H]1C(c2c(OC)cc(OC)cc2OC)=NO[C@@H]1C(=O)OCC
  2%	i	-2%	-19%	0%	-13%	11%	18%	0%
- O=C(NCCCCc1ccccc1)c1ccc(F)cc1
  ?	i	-10%	i	·	-23%	-2%	3%	11%
- CNC(=O)c1cc2cc(Cc3ccccc3Cl)ccc2oc1=O
  12%	i	9%	-43%[inhibitor]	2%	10%	-5%	15%	-10%
- COc1ccc(OC(=O)COc2ccccc2C)cc1
  21%	i	-2%	i	·	3%	-19%	19%	1%
- NC(=O)c1ccc(NC(=O)C2CC2)cc1
  2%	i	-8%	-20%	-1%	-15%	7%	12%	-8%
- CC1CCN(C(C)C(=O)Nc2ccc(S(=O)(=O)N3CCCC3)cc2)CC1 (configuration not stated)
  ?	i	-9%	i	2%	0%	-9%	0%	0%
- CC(NC(=O)C(NS(=O)(=O)c1cccs1)C(C)C)c1ccc(S(N)(=O)=O)cc1 (configuration not stated)
  12%	i	-15%	i	2%	4%	-13%	5%	-2%
- CC(OC(=O)c1nn(C)c(=O)c2ccccc12)C(=O)NC1CCCCC1C (configuration not stated)
  3%	i	6%	i	0%	25%	-9%	-23%	0%
- COC(=O)c1ccc(Oc2cc(C)nc(SC)n2)cc1
  ?	i	-8%	-42%[inhibitor][57.5 µM]	1%	?	-7%	-30%	0%
- CCn1c(C)c(C)c2cc(C(=O)N3CCN(c4cccc(C)c4C)CC3)ccc21
  ?	i	-5%&2%	-21%&-13%	-3%	?	?	-6%&6%	2%
- CCN(C(=O)C1CCN(S(=O)(=O)c2ccc3c(c2)oc(=O)n3C)CC1)c1cccc(C)c1
  34%	i	5%	-55%[inhibitor]	1%	20%	-8%	-6%	13%
- CCn1c(=O)cc(OCC(=O)N(C)c2ccc(OC)cc2)c2ccccc21
  -43%	·	-7%	i	·	0%	-4%	-2%	·
- Cc1nnc2n(C3CCCCC3)c(=O)c3c4c(sc3n12)COC(C)(C)C4
  83%[activator]	i	4%	-23%[57.5 µM]	-1%	-1%	33%	19%	-2%
- COc1ccc(Cl)c2sc(N(Cc3cccnc3)C(C)=O)nc12
  10%	i	-13%	0%	-3%	-21%	?	1%	-23%
- O=C(Nc1cc(Cl)ccc1N1CCOCC1)c1ccncc1
  12%	i	15%	-26%	0%	6%	-22%	0%	2%
- O=C(CCCN1C(=O)c2cccc3cccc(c23)C1=O)Nc1nccs1
  6%	i	8%	-15%	-3%	-10%	-10%	-9%	11%
- COc1cccc(C(=O)OCCNC(=O)c2cccnc2)c1
  -3%	i	1%	i	-1%	2%	1%	-1%	10%
- COc1ccc(C2/C=C\CN(C(=O)OCc3ccccc3)CC(=O)N2Cc2ccc(F)cc2)cc1 (configuration not stated)
  ?	i	-10%	-34%[inhibitor]	2%	19%	41%	-7%	2%
- Cc1ccc(N(CC(O)CN2C(=O)NC(C)(C)C2=O)S(=O)(=O)c2ccc([N+](=O)[O-])cc2)cc1 (configuration not stated)
  5%	i	-3%	i	-3%	0%	3%	0%	-1%
- COc1ccc(C(C(=O)NC2CCCCC2)N(C(=O)CCCC(=O)Nc2ccccn2)c2ccc3c(c2)OCCO3)cc1 (configuration not stated)
  3%	i	8%	i	0%	-7%	10%	?	2%
- CCNC(=O)C1(C)CCN(C(=O)c2cccs2)C1 (configuration not stated)
  22%	i	-25%	i	·	-10%	-8%	1%	1%
- Cc1cc(N2CCN(c3cccc(C)c3C)CC2)nc(-c2ccccc2)n1
  -16%	i	-84%[inhibitor]	i	0%	?	16%	-5%	-25%
- COc1ccc(S(=O)(=O)N2CCOC2CNC(=O)C(=O)NCCCN(C)C)cc1C (configuration not stated)
  5%	i	9%	-9%	·	-7%	15%	2%	-1%

# Assay outcomes deposited in PubChem BioAssay by National Center for Advancing Translational Sciences (NCATS).
